# SUMO1 PPI mod = modulators of human SUMO1-mediated protein-protein interactions. P63165. SUMO1 binding to a labelled peptide, TR-FRET, 1 h. inhibition, % at 20 µM. AID 602429. hit rate 0.33% among 360,000; in the data active means inhibition above about 37%
# CendR NRP1 mod = modulators of CendR peptide binding to human neuropilin-1; O14786; FAM-RPARPAR peptide binding to NRP-1, fluorescence polarization; inhibition, % at 25 µM; hit rate 0.85% among 360,000; AID 602438;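 active means inhibition or corrected inhibition above about 18%, plus a signal ratio from 0.5 to 1.5, limit read from the data, passing the limit was not always enough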; further: strong numbers were not always called active
# Scp-1 inhibitor = inhibitors of human Scp-1 phosphatase; Q9GZU7; Recombinant Scp1, phosphopeptide, malachite green phosphate absorbance; inhibition, % at 20 µM; hit rate 0.88% among 340,000;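 active means inhibition above about 50% at 20 µM, limit read from the data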;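 further: plate controls were DMSO wells with enzyme for no effect and wells lacking enzyme for full effect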
#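 Test system – truncated SCP-1 phosphatase (76-261aa) · Reagent – Phosphorylated 17-residue peptide substrate · Incubation – 45 min room-temperature reaction, 5 min colour, 30 min stabiliser · Detection – colorimetric phosphate reagent with accelerator and stabiliser, absorbance at 630 nm · Measure – % inhibition at 20 µM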
# LMPTP inh = LMPTP (human) inhibition. P24666. recombinant LMPTP-A, OMFP fluorogenic substrate, fluorescence intensity. inhibition, % at 20 µM. hit rate 0.22% among 360,000. AID 651560;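 active means compounds that cut the enzyme signal by at least half of the control window in the single-dose screen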;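 further: plate controls were DMSO wells with enzyme plus substrate for no effect and substrate without enzyme for full effect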
#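 Test system – LMPTP-A enzyme · Amount – LMPTP-A at 0.625 nM final in the reaction · Buffer or medium – Bis-Tris pH 6.0, DTT, detergent · Reagent – OMFP 400 µM · Doses – single 20 µM dose · Schedule – reaction 50 min, room temperature, dark · Detection – fluorescence intensity of OMFP turnover product · Evaluation – percent inhibition versus substrate-only and uninhibited controls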
# STEP inh = inhibitors of human striatal-enriched phosphatase STEP; inhibition, % at 20 µM; P54829; AID 588621; recombinant STEP, OMFP fluorogenic substrate, fluorescence; hit rate 0.25% among 360,000;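 active means inhibition at 20 µM, scaled per plate between control wells, above about 37%, limit read from the data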;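 further: 0% = DMSO with enzyme and substrate and 100% = substrate only without enzyme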
#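 Test system: STEP tyrosine phosphatase / Reagent: OMFP at 25 µM / Doses: 20 µM, 1% DMSO / Read-out: percent inhibition scaled to no-enzyme and uninhibited-enzyme controls, plate-pattern corrected / Detection: FITC-channel fluorescence of OMFP product / Medium: Bis-Tris buffer pH 6.0, 2.5 mM DTT, 0.005% Tween 20 / Schedule: 20 min at room temperature, dark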
# Neddyl block = blocks human cullin neddylation; hit rate 0.58% among 360,000; TR-FRET cullin neddylation, biochemical; P61081+Q13564; calls only at 25 µM; in the data active means inhibition above about 36%
# DNMT1 inh = DNMT1 (human) enzyme inhibition; DNMT1 molecular beacon, Hinp1I cleavage, fluorescence; inhibition (reported as % activation of signal), % at 10 µM; hit rate 0.83% among 360,000; in the data active means inhibition above about 50%
# Target sequence (P26358 504-1616 limits assumed): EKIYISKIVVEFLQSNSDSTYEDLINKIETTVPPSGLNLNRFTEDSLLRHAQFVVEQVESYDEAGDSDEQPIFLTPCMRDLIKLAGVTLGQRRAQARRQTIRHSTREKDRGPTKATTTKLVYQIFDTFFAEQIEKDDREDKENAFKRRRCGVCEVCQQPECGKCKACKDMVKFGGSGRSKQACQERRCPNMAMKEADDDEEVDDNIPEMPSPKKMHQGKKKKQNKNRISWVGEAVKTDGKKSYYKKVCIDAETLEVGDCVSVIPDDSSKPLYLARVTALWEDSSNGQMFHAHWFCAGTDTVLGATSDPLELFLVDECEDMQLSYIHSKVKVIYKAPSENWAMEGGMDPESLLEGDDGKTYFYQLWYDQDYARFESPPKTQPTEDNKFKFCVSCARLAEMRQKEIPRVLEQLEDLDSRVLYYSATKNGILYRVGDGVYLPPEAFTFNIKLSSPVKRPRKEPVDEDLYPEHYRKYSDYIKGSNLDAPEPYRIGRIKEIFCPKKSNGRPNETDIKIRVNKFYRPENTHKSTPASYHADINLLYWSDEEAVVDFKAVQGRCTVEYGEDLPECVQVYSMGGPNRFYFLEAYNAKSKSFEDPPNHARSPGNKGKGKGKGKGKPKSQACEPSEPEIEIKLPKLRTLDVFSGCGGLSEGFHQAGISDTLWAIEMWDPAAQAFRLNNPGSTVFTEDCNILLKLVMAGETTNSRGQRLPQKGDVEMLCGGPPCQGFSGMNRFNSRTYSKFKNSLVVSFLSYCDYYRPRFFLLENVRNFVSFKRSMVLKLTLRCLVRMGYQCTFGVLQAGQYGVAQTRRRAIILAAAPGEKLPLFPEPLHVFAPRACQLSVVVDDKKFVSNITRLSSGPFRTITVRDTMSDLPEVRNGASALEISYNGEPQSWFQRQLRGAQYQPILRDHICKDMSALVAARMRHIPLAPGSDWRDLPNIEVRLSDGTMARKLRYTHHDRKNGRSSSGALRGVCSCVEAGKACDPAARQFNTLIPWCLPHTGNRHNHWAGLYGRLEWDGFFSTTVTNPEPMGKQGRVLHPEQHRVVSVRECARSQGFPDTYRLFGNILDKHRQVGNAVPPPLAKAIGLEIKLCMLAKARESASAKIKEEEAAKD
# SKN-1 block = blocks SKN-1 activity in C. elegans. hit rate 0.49% among 360,000. C. elegans VP596 Pgst-4::GFP/RFP ratio, acrylamide-induced, 24 h. inhibition, % at 21.8 µM. AID 624304;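 active means interference check ratio from 0.5 to 1.5 plus GFP to RFP signal ratio inhibition reaching or exceeding a fixed threshold, cut at about 30% in these data, passing the limit was not always enough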; further: some compounds called inactive have numbers as strong as hits
# Tb MetRS inh = blocks T. brucei methionyl-tRNA synthetase activity. inhibition, % at 11.9 µM. purified T. brucei MetRS, ATP depletion, Kinase-Glo luminescence. hit rate 0.4% among 360,000;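 active means inhibition above a per-plate cutoff of the control wells' mean inhibition plus 3 SD, cut at about 5.5% in these data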;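 further: 0% = DMSO wells median and 100% = median of wells with control inhibitor compound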
#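 System: purified T. brucei MetRS enzyme / Detection: Kinase-Glo luciferase luminescence reporting remaining unconsumed ATP / Medium: HEPES buffer with MgCl2, KCl, DTT, spermine, BSA, pyrophosphatase / Replication: singlicate, one well per compound / Evaluation: percent inhibition relative to median high and low control wells / Schedule: 2 h aminoacylation at 25 °C after 15 min preincubation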
# NadD inh = blocks S. aureus nicotinate mononucleotide adenylyltransferase; inhibition, % at 20 µM; AID 602399; purified NadD enzyme, colorimetric absorbance read-out; hit rate 0.78% among 360,000; in the data active means inhibition above about 26%; further: some compounds past the cut are filed as inactive
# Active calls of the source: *; i = inactive; · = no result given; + = active, no number. No enrichment for hits; about 4.6% have a hit in one of these screens.
item	SUMO1 PPI mod	CendR NRP1 mod	Scp-1 inhibitor	LMPTP inh	STEP inh	Neddyl block	DNMT1 inh	SKN-1 block	Tb MetRS inh	NadD inh	structure
1	8	-7	-6	0.0	2	i	3	-1	0.1	-6	CSc1nsc(SCC(=O)NCc2ccc(C)cc2)n1
2	9	-1	5	2.1	-4	i	-9	2	-0.6	1	C/C(N)=C(/C#N)C(=O)CSc1nc2cc(Cl)ccc2s1
3	-9	20	-2	-6.6	-2	i	-1	18	-0.7	3	Cc1ccc(CN2CC(C(=O)N3CCN(S(=O)(=O)c4c(F)cccc4F)CC3)CC2=O)cc1 (stereo unspecified)
4	-1	4	-3	-0.4	1	i	0	-4	-0.5	3	Nc1cc(=O)[nH]c(=O)n1-c1cccc(F)c1
5	1	-3	-6	-1.1	0	i	-5	11	0.0	7	Cc1ccc(C)c(S(=O)(=O)N2CCN(C(=O)CN3C(=O)C4CC=CCC4C3=O)CC2)c1 (stereo unspecified)
6	-29	11	-8	0.5	0	i	-2	-8	-0.2	4	CC(NC(=O)c1ccc(N2CCCC2)c([N+](=O)[O-])c1)c1ccc(S(N)(=O)=O)cc1 (stereo unspecified)
7	-1	4	-16	-2.7	-1	i	0	5	0.4	-3	COc1ccc(CNCC2COc3ccccc3O2)cc1 (stereo unspecified)
8	1	10	-10	-3.3	1	i	-1	-14	-1.5	-4	COC(=O)c1ccccc1NC(=O)C(CCS(C)(=O)=O)NC(C)=O (stereo unspecified)
9	4	0	-3	0.2	0	i	-3	15	-0.2	0	COCc1cc(=O)[nH]c(/N=C(\N)Nc2c(F)cccc2F)n1
10	1	4	-10	-1.0	-2	i	2	-3	-0.3	2	Cc1cc(=O)oc(C)c1C(=O)NCC1CCCO1 (stereo unspecified)
11	2	-2	16	1.1	0	i	2	-2	-0.6	1	CCOC(=O)C1=CN(Cc2cccc(-c3cccnc3)c2)S(=O)(=O)N(C)C1C (stereo unspecified)
12	0	-3	-5	1.6	2	i	-1	12	-0.3	-2	CCN(CC)S(=O)(=O)c1ccc(N2CCCC2)c(NS(=O)(=O)c2ccc(OC)cc2)c1
13	1	10	-5	4.7	2	i	-3	6	0.0	-4	Cc1ccc(S[C@@H](CCN2CC[C@H](NC(=O)OCc3ccccc3)CCC2=O)c2ccccc2)cc1
14	2	-2	-1	-1.6	-2	i	-2	7	0.1	-3	Cc1ccc(OCC(=O)N2CCN(C(=O)c3ccco3)CC2)cc1
15	-2	6	0	-1.2	-1	i	-1	8	0.2	7	COc1ccc(C(=O)N2CCCCCC2)cc1S(=O)(=O)N1CCOCC1
16	0	-5	-4	-1.7	2	i	-1	-4	-0.5	-10	O=C(NCc1ccco1)c1ccccc1-c1nc(-c2ccc(F)cc2)no1
17	14	-4	12	-0.3	5	i	-1	5	-0.8	0	CC[C@]12c3[nH]c4ccc(OC)cc4c3CCN1C(=O)C(CC(=O)NCC13CC4CC(CC(C4)C1)C3)C[C@@H]2C(=O)N1CCN(C(=O)C2CC2)CC1 (stereo partly specified)
18	-4	2	2	-0.3	-1	i	0	-16	0.3	-5	CC(C)(O)C#Cc1ccc(C(=O)N2CCN(C(=O)c3ccco3)CC2)cc1
19	0	-6	-9	0.3	4	i	-1	-9	-0.7	3	Cc1cc(NC(=O)CCC2COc3ccccc3O2)no1 (stereo unspecified)
20	1	4	-7	-0.9	2	i	2	-1	-0.7	-4	COc1ccc(CCN2CC(C(=O)N3CCN(C(C)=O)CC3)CCC2=O)cc1 (stereo unspecified)
21	4	4	-7	-0.3	-1	i	-7	19	-0.2	1	Cc1ccc(S(=O)(=O)NCC(=O)NCCc2c[nH]c3ccccc23)cc1C
22	5	-4	2	0.3	0	i	-2	0	-0.3	-5	CCOC(=O)C1=C(CSc2n[nH]c(N)n2)NC(=O)NC1C (stereo unspecified)
23	0	-4	1	-1.8	0	i	0	-3	-0.2	7	O=C(CCC(=O)N(CC(=O)NC1CCCC1)C1CCCCC1)Nc1ccccn1
24	-1	3	-9	-2.0	8	i	1	12	0.0	-8	COc1cc(C(=O)N[C@@H](C)C(=O)N2CCC3(CC2)NCCc2[nH]cnc23)cc(OC)c1OC
25	0	14	-5	-1.3	-4	i	6	4	-0.4	-2	COc1ccc(/C=N/NC(=O)CC(=O)NCc2cccnc2)c(OC)c1
26	0	4	-9	-1.3	-1	i	1	5	0.6	3	COc1cc(OC)cc(C(=O)NCC2CCCN(C(=O)c3oc(C)cc3C)C2)c1 (stereo unspecified)
27	-3	5	10	6.3	6	+	5	31	-1.4	15	Cc1cccn2c(/C=N/OCc3cccc(F)c3)c(-c3ccc(Cl)cc3)nc12
28	3	10	14	1.2	3	i	-16	6	0.7	10	COc1cc(NC(=O)CN(C)S(=O)(=O)c2ccc(-c3ccc(=O)[nH]n3)s2)cc(OC)c1
29	-33	-3	·	0.4	4	i	-20	-2	0.0	19	NC(COCc1ccccc1)c1csc(NC(=O)Nc2cccc(Cl)c2)n1 (stereo unspecified)
30	2	-6	6	-1.5	-3	i	-3	9	-0.9	0	Cc1ccc(C(=O)NNC(=O)OC(C)(C)C)c(Cl)c1
31	0	24	0	-0.9	-1	i	5	22	-1.1	3	Cc1occc1-c1nnc(SCC(=O)NCCc2ccccc2)n1C(C)c1ccccc1 (stereo unspecified)
32	2	7	0	0.4	-3	·	2	-38	-0.1	-6	O=C(NCc1ccccc1)N(Cc1nc2ccccc2c(=O)[nH]1)C1CCCC1
33	-1	-3	1	0.3	-7	i	3	-8	-0.9	1	CCOC(=O)c1cccnc1SCC(=O)NC(C)CC (stereo unspecified)
34	3	-4	-11	3.4	1	i	-3	17	-0.7	-1	FC(F)(F)c1cccc(Cn2nnnc2-c2cccc(C(F)(F)F)c2)c1
35	-9	-8	-8	-0.7	2	i	-4	-3	-0.7	3	CC(C)(C)c1nnc2sc(SCCN3C(=O)c4ccccc4C3=O)nn2c1=O
36	33	1	10	-1.9	4	i	4	3	-0.3	0	COc1ccc(C)cc1NC(=O)CSc1cccc[n+]1[O-]
37	-20	6	-3	-0.8	4	i	1	-10	0.0	-2	CC1(C)CC(=O)C=C(/C=C/c2ccccc2)C1
38	-9	2	-3	3.5	0	·	0	8	-0.1	1	Cc1ccc2cc3cc(C(=O)NCCCN4CCCC4)oc3nc2c1
39	-2	-2	-5	-1.2	1	i	3	4	0.2	2	CSc1ccc(S(=O)(=O)N2CCC(C(=O)NCCN3CCOCC3)CC2)cc1
40	0	0	-9	1.3	5	i	-3	-4	-0.8	-4	CO/N=C(/CS(=O)(=O)c1ccc(C)cc1)c1ccc(OC)cc1
41	-32	7	-6	-0.9	0	i	-3	-4	0.7	0	CCOC(=O)N1CCN(Cc2nc3ccc([N+](=O)[O-])cc3c(=O)n2-c2cccc(OC)c2)CC1
42	-2	10	-19	-1.5	0	i	0	-9	-0.5	-3	Cc1cccc(C)c1NC(=S)N/N=C/c1ccc(C(=O)O)cc1
43	-19	2	-17	0.4	1	i	-1	-12	1.3	0	Nc1nnc(CC(=O)N/N=C/c2ccc([N+](=O)[O-])cc2)s1
44	-1	-4	0	-1.0	2	i	-4	-17	-0.5	3	CCNc1nnc(SCC(=O)N2c3ccccc3NC(=O)CC2C)s1 (stereo unspecified)

# A different layout for some results above:
no.	structure	SUMO1 PPI mod	CendR NRP1 mod	Scp-1 inhibitor	LMPTP inh	STEP inh	Neddyl block	DNMT1 inh	SKN-1 block	Tb MetRS inh	NadD inh
31	Cc1occc1-c1nnc(SCC(=O)NCCc2ccccc2)n1C(C)c1ccccc1 (stereo unspecified)	0	24	0	-0.9	-1	i	5	22	-1.1	3
32	O=C(NCc1ccccc1)N(Cc1nc2ccccc2c(=O)[nH]1)C1CCCC1	2	7	0	0.4	-3	·	2	-38	-0.1	-6
33	CCOC(=O)c1cccnc1SCC(=O)NC(C)CC (stereo unspecified)	-1	-3	1	0.3	-7	i	3	-8	-0.9	1
34	FC(F)(F)c1cccc(Cn2nnnc2-c2cccc(C(F)(F)F)c2)c1	3	-4	-11	3.4	1	i	-3	17	-0.7	-1
35	CC(C)(C)c1nnc2sc(SCCN3C(=O)c4ccccc4C3=O)nn2c1=O	-9	-8	-8	-0.7	2	i	-4	-3	-0.7	3
36	COc1ccc(C)cc1NC(=O)CSc1cccc[n+]1[O-]	33	1	10	-1.9	4	i	4	3	-0.3	0
37	CC1(C)CC(=O)C=C(/C=C/c2ccccc2)C1	-20	6	-3	-0.8	4	i	1	-10	0.0	-2
38	Cc1ccc2cc3cc(C(=O)NCCCN4CCCC4)oc3nc2c1	-9	2	-3	3.5	0	·	0	8	-0.1	1
39	CSc1ccc(S(=O)(=O)N2CCC(C(=O)NCCN3CCOCC3)CC2)cc1	-2	-2	-5	-1.2	1	i	3	4	0.2	2
40	CO/N=C(/CS(=O)(=O)c1ccc(C)cc1)c1ccc(OC)cc1	0	0	-9	1.3	5	i	-3	-4	-0.8	-4
41	CCOC(=O)N1CCN(Cc2nc3ccc([N+](=O)[O-])cc3c(=O)n2-c2cccc(OC)c2)CC1	-32	7	-6	-0.9	0	i	-3	-4	0.7	0
42	Cc1cccc(C)c1NC(=S)N/N=C/c1ccc(C(=O)O)cc1	-2	10	-19	-1.5	0	i	0	-9	-0.5	-3
43	Nc1nnc(CC(=O)N/N=C/c2ccc([N+](=O)[O-])cc2)s1	-19	2	-17	0.4	1	i	-1	-12	1.3	0
44	CCNc1nnc(SCC(=O)N2c3ccccc3NC(=O)CC2C)s1 (stereo unspecified)	-1	-4	0	-1.0	2	i	-4	-17	-0.5	3

# Source: PubChem
